Source: PubChem (NCI)
Growth percent in the NCI-60 one-dose screen (48 h, 10 µM unless noted): 100 = growth as untreated, 0 = no growth, -100 = all killed.
PC-3: PC-3 prostate cancer cells. 3.9% of 80,000 active. AID 1794754
SN12C: SN12C renal cancer cells; 3.8% of 81,000 active; AID 1794767
UO-31: UO-31 renal cancer | 5.2% of 81,000 active | AID 1794768
U251: U251 CNS tumor cells. 5.4% of 80,000 active. AID 1794753
TK-10: TK-10 renal cancer cells. 3.9% of 81,000 active. AID 1794769
DU-145: DU-145 prostate cancer; 4.2% of 81,000 active; AID 1794760
SF-539: SF-539 CNS cancer. 6.8% of 81,000 active. AID 1794752
786-0: 786-0 renal cancer cells; AID 1794775; 5.1% of 81,000 active
SF-295: SF-295 CNS cancer cells; 5.6% of 79,000 active; AID 1794758
The depositor's hits bear a star; . = not tested or not shown; & = joins results of further samples. How the source made its calls: active means growth percent below 10; inactive means the rest.

SMILES	PC-3	SN12C	UO-31	U251	TK-10	DU-145	SF-539	786-0	SF-295
COC(=O)C1C(O)CON(c2ccccc2)C1c1ccccc1 (stereo not drawn)	99	98	85	103	108	104	96	99	104
[O-][N+](=C(c1ccccc1)c1ccccc1)c1ccccc1	80&91	105&95	86&82	95&104	112&104	105&110	92&96	108&109	91
CSc1nc2c(c(=O)[nH]1)N=C1c3ccccc3C(=O)C1C(c1ccc(F)cc1)N2 (stereo not drawn)	69	88	63	59	78	103	69	72	-29*
CCNc1nc2cc(Nc3ccnc4cc(Cl)ccc34)ccc2o1	64	79	70	74	82	86	66	82	55
Nc1[nH]nc2nc(-c3ccccc3)[nH]c(=O)c12	96	115	94	101	109	111	88	107	105
O=C(Nc1ccccc1Cl)Oc1ccc(C(=O)c2ccccc2)cc1	99	82	80	.	118	91	96	100	111
NCCCC(N)CC(=O)NCC1NC(=O)C(CO)NC(=O)C(N)CNC(=O)C(C2CCN=C(N)N2)NC(=O)/C(=C\NC(N)=O)NC1=O (stereo not drawn)	98	95	82	107	119	115	98	.	101
O=C(CN1CCN(c2cc3c(cc2F)c(=O)c(C(=O)O)cn3C2CC2)CC1)Nc1nnc(-c2ccc(Cl)cc2)s1	66	98	93	88	.	98	101	76	91
O=C1c2ccccc2C(=O)N1CO	95&97&95	101&102&104	95&93&103	106&102&102	106&100&112	127&101&120	108&101&106	97&101&94	112&96&101
Cc1nc(-c2ccc(F)cc2)ccc1NC(=O)Nc1cccc(C(F)(F)F)c1	45	74	86	70	95	89	103	90	83
COc1cc(-c2csc(NC(=O)Nc3ccc(C(F)(F)F)cc3)n2)cc(OC)c1OC	3.3*	3.1*	-2.2*	6.1*	4.6*	21	16	-10*	-12*
CSc1nc2c(=O)[nH]cnc2s1	101	108	89	.	105	121	103	101	100
CCOC(=O)Nc1ccccc1	102	100	98	94	104	107	102	79	95
CC(C)C[C@H](C(=O)O)N1CC=CCN(OCc2ccccc2)S1(=O)=O	106	106	106	101	99	105	112	101	101
CCOC(=O)/C(C#N)=C/Nc1cc(C(=O)OCC)cc2c(OC)c(OC)ccc12	.	91	99	65	129	98	93	93	100
COc1ccc(-c2nc(SCC(C)C)nc(N/N=C(/C)c3ccc(C)cc3)c2C#N)cc1	86	85	55	78	96	97	87	83	106
CCO/C=N/C1=C(C#N)C(c2ccc(F)cc2)c2sc3c(F)cccc3c2O1 (stereo not drawn)	48	50	54	27	64	62	29	35	22
O=Cc1ccc(OCc2ccccc2)c(OCc2ccccc2)c1	106	97	91	100	100	105	106	104	114
O=C1NC(=O)C(=Cc2ccc3c(c2)Cc2ccccc2-3)C(=O)N1	101	104	94	104	97	105	94	102	104
c1ccc(CN2CCc3c(sc4ncnc(N5CCOCC5)c34)C2)cc1	90	95	83	101	113	103	103	105	94

Compounds above with a halogen, in the order listed:
SMILES	PC-3	SN12C	UO-31	U251	TK-10	DU-145	SF-539	786-0	SF-295
CSc1nc2c(c(=O)[nH]1)N=C1c3ccccc3C(=O)C1C(c1ccc(F)cc1)N2 (stereo not drawn)	69	88	63	59	78	103	69	72	-29*
CCNc1nc2cc(Nc3ccnc4cc(Cl)ccc34)ccc2o1	64	79	70	74	82	86	66	82	55
O=C(Nc1ccccc1Cl)Oc1ccc(C(=O)c2ccccc2)cc1	99	82	80	.	118	91	96	100	111
O=C(CN1CCN(c2cc3c(cc2F)c(=O)c(C(=O)O)cn3C2CC2)CC1)Nc1nnc(-c2ccc(Cl)cc2)s1	66	98	93	88	.	98	101	76	91
Cc1nc(-c2ccc(F)cc2)ccc1NC(=O)Nc1cccc(C(F)(F)F)c1	45	74	86	70	95	89	103	90	83
COc1cc(-c2csc(NC(=O)Nc3ccc(C(F)(F)F)cc3)n2)cc(OC)c1OC	3.3*	3.1*	-2.2*	6.1*	4.6*	21	16	-10*	-12*
CCO/C=N/C1=C(C#N)C(c2ccc(F)cc2)c2sc3c(F)cccc3c2O1 (stereo not drawn)	48	50	54	27	64	62	29	35	22

Next part:
SMILES	PC-3	SN12C	UO-31	U251	TK-10	DU-145	SF-539	786-0	SF-295
COc1ccc(S(=O)(=O)NCCNc2cc(-c3cn(-c4ccccc4)nc3-c3cccc(OC)c3)ccn2)cc1	32	66	34	46	62	77	84	54	50
CC1=C(C)C[C@]2(C(=O)O[C@H](C)[C@H]2C)[S@](=O)C1	99	110	88	99	90	103	109	105	105
CCN(CCO)C(C(=O)O)c1ccccc1 (stereo not drawn)	99	103	94	99	99	112	97	96	100
COc1ccc(C(=O)C[C@@]2(O)C(=O)Nc3c(Cl)ccc(Cl)c32)cc1	98	99	80	98	102	108	98	100	102
[N-]=[N+]=NCCCC[C@H]1N=C(c2ccc(Br)cc2)Nc2nc3ccccn3c2C1=O	102	96	64	91	130	102	98	91	96
NC(=O)CSSCC(N)=O	92	108	93	93	110	104	102	95	97
O=C1NCCN1c1ccccc1	99	109	107	101	113	109	95	105	113
CCC(ON=C(C)C)C(=O)O (stereo not drawn)	101	103	89	104	114	111	117	109	103
NC1=CC(=O)C(=O)c2ccccc21	91	84	71	88	114	102	.	93	81
C[C@@H](O)[C@@H](C)O	93	86	84	89	102	.	100	101	99
CCOC(=O)C1=C(C)C(Br)=N/C1=C\c1[nH]c(C)c(C(=O)OCC)c1C	75	94	89	94	114	110	98	98	104
Clc1ccc2c(NCCNc3nc(Cl)nc4ccccc34)ccnc2c1	-46*	-77*	-96*	-92*	-79*	-3.3*	-84*	-94*	-77*
C/C=C/C=C/C=N/N=C(N)N	98	96	102	105	118	115	88	94	106
CCOC(=O)c1cc(/C(=N\O)c2cc(OC)c(OC)c(OC)c2)n2c(C)cccc12	31	54	54	26	21	50	15	26	11
NC1=NOC(=O)C1C1CCCCC1 (stereo not drawn)	102	106	95	102	114	115	104	117	116
CC1(C)CC(=O)C(Cc2cn(-c3ccccc3O)nn2)(Cc2cn(-c3ccccc3O)nn2)C(=O)C1	87	94	80	.	124	111	108	98	107
Cc1c(CC(=S)N2CCOCC2)nnn1-c1cccc(C(F)(F)F)c1	99	103	83	95	104	111	95	110	109
Cc1ccc(NC(=O)OCCN(C)C(=O)Nc2ccc(C)cc2C)c(C)c1	92	98	72	.	104	110	92	99	79
Cc1csc(-c2nnc(Nc3ccc(Oc4ncccc4-c4ccnc(N)n4)cc3)c3ccccc23)c1	60	52	32	38	40	56	41	68	60
COc1ccc(C/C(C)=C(/c2ccc(OCCN(C)C)cc2)c2ccc(OC(=O)NCc3ccccc3)cc2)cc1	68	74	46	46	78	81	89	61	88
COc1ccc(C2=NN(C(C)=O)C(c3ccc(Cl)cc3)C2)cc1S(=O)(=O)Nc1cccnc1 (stereo not drawn)	92	101	82	94	115	115	99	109	99
COc1cc(C(=O)CCN2CCCCC2)ccc1O	97	96	99	106	109	106	94	102	99
COc1ccc(C2CC(=O)Oc3c(OC)c4c(c(OC)c32)OCO4)cc1 (stereo not drawn)	106	98	85	100	96	112	99	100	102
COc1ccc(/C=C2\Oc3cc(OCCN4CCCC4)ccc3C2=O)c(OC)c1OC	101	97	86	97	124	108	86	96	102
C[n+]1ccccc1C(O)C(O)c1cccc[n+]1C (stereo not drawn)	94	103	90	101	95	.	99	102	99
Cc1nc(Cl)nc(Cl)c1COS(C)(=O)=O	84	95	.	99	107	113	100	102	103
CCCCOC(=O)Cn1c(=O)c2nc3cc(-c4ccc(F)cc4)oc3nc2n(C)c1=O	.	96	86	98	107	109	94	100	104
CN(C)c1ccc(C2N(C)CCN2C)cc1	94	105	89	102	111	105	97	103	93
O=C(c1ccccc1)c1ccc2ccccc2c1	102	104	69	105	98	121	101	102	.
OCCNc1nc(Nc2ccc(Cl)cc2)nc(Nc2ccc(C3=NN(c4cc(Cl)cc(Cl)c4)C(c4ccccc4)C3)cc2)n1 (stereo not drawn)	97	95	73	88	104	106	84	96	102
CC(C)CN1CC(C)C(=O)N(c2ccccc2)C1=O (stereo not drawn)	96	108	108	105	95	108	104	97	119
COc1ccc2oc(=O)cc(CN3C(=O)S/C(=C\c4ccc(Cl)cc4)C3=O)c2c1	92	108	83	101	108	96	100	93	92
CNNc1ncnc2c1cnn2-c1ccc(S(N)(=O)=O)cc1	81	105	94	98	102	112	94	92	84
CN1c2ccccc2C(C)(C)C12CC(c1ccc(Cl)c(S(=O)(=O)N3CCCC3)c1)=NO2 (stereo not drawn)	41	85	58	35	70	77	73	75	44
O=C(c1ccccc1)[C@@H](c1ccccc1)[C@]1(O)C(=O)Nc2ccccc21	91	82	76	101	112	103	95	98	96
CC1(C)OC2OC(COC(=O)c3ccccc3)C(OC(=O)c3ccccc3)C(OC(=O)c3ccccc3)C2O1 (stereo not drawn)	72	87	90	92	110	111	92	.	98
S=C(NCCc1ccccc1)Nc1ncccn1	111	104	.	107	96	119	106	108	98
COc1cc2oc(-c3cccc(C(=O)N[C@@H](CC(C)C)C(=O)O)c3)cc(=O)c2c(OC)c1OC	95	98	90	98	93	106	97	101	88
Nc1nc(N)c(-c2ccc(Cl)cc2)c(C=O)n1	97	101	72	105	144	106	100	109	90
[O-]/[N+](=C\c1ccc(-n2cc(Cc3cc(Cc4cn(-c5ccc(/C=[N+](/[O-])c6ccccc6)cc5)nn4)c(Cc4cn(-c5ccc(/C=[N+](\[O-])c6ccccc6)cc5)nn4)cc3Cc3cn(-c4ccc(/C=[N+](/[O-])c5ccccc5)cc4)nn3)nn2)cc1)c1ccccc1	105	103	103	100	100	107	98	97	100
O=C1CSC(=S)N1c1ccccc1	95	94	83	98	117	113	92	93	100
c1cc(N2CCCCC2)nc(N2CCCCC2)n1	86	97	74	100	103	110	109	106	104
ClCCn1cnc2c(SCc3ccccc3)ncnc21	38	57	65	40	83	63	37	65	38
Clc1ccc2c(c1)c(-c1ccccc1)nc1nncn12	111	104	91	105	114	112	95	94	101
O=[N+]([O-])c1cnc(Sc2ccncn2)s1	14	64	-88*	92	4.7*	-22*	91	93	102
CO[C@H]1C[C@@H]2CC[C@@H](C)[C@@](O)(O2)C(=O)C(=O)N2CCCC[C@H]2C(=O)O[C@H]([C@H](C)C[C@@H]2CC[C@@H](OCCO)[C@H](OC)C2)CC(=O)[C@H](C)/C=C(\C)[C@@H](O)[C@H](OC)C(=O)[C@H](C)C[C@H](C)\C=C/C=C/C=C/1C	44	54	17	43	64	51	42	53	26
O=C(COc1ccc(NC(=O)Nc2ccc(Cl)c(Cl)c2)cc1)N=Nc1c(O)[nH]c2ccc([N+](=O)[O-])cc12	72	53	85	19	113	65	1.4*	54	53
CCOC(=O)C1(Cc2ccccc2)CCN(Cc2cccc(OC)c2O)CC1	25	11	-12*	3.9*	37	11	5.9*	6.3*	-22*
COc1ccccc1/C=C/C(=O)Nc1ccc(F)cc1	96	111	88	108	128	99	101	98	96
CN(C)CCCN1c2ccccc2Sc2ccc(Cl)cc21	80&103&67	79&117&67	50&89&54	93&106&78	93&122	111&113&101	89&99&90	82&106&68	81&160&95
CC(C)Cn1c(O)c(N=Nc2nc(-c3cc4ccccc4oc3=O)cs2)c2cc(Br)ccc21	97	97	84	97	135	109	95	86	97
COc1ccc(OC)c(-n2cc(C#N)c(N)c2C(C)=O)c1	91	95	87	96	100	111	98	92	107
O=S(=O)(O)c1ccc(N=Nc2cc(S(=O)(=O)O)c3ccccc3c2O)c2ccccc12	90	107	75	106	97	.	101	111	120
NC(CSC(c1ccccc1)(c1ccccc1)c1ccc(Cl)cc1)C(=O)O (stereo not drawn)	.	28	65	12	65	-50*	-12*	26	14
COc1ccc(-n2c(SCc3cc(OC)c(OC)c(OC)c3)nc3cc(OC)c(OC)cc3c2=O)c(OC)c1	93	100	65	92	.	109	96	98	126
Cc1ccc2nc3c(cc2c1)CSc1nnc(-c2ccc[nH]c2=S)n1N3	96	93	64	112	105	113	97	99	108
CS(=O)(=O)c1ccc(-c2nc3cc(Cl)ccc3n2CC(=O)NO)cc1	96	95	82	93	112	101	101	99	98
COC(=O)C1C2CC3c4[nH]c5cc(OC)ccc5c4CCN3CC2CC(OC(=O)c2cc(OC)c(OC)c(OC)c2)C1OC (stereo not drawn)	56	71	59	84	117	77	89	87	92
CCOC(=O)c1[nH]c(C)c(C=O)c1C	92	100	99	98	98	99	102	102	97
COc1ccc(-c2cn[nH]c2-c2cc(OC)c(OC)c(OC)c2)cc1OCc1ccccc1	22	62	26	12	51	65	-20*	21	-1.6*

Profiles from above. Order of screens: PC-3, SN12C, UO-31, U251, TK-10, DU-145, SF-539, 786-0, SF-295
Entry for NC(CSC(c1ccccc1)(c1ccccc1)c1ccc(Cl)cc1)C(=O)O (stereo not drawn) = ., 28, 65, 12, 65, -50*, -12*, 26, 14
Entry for COc1ccc(S(=O)(=O)NCCNc2cc(-c3cn(-c4ccccc4)nc3-c3cccc(OC)c3)ccn2)cc1 = 32, 66, 34, 46, 62, 77, 84, 54, 50

Next structures.
SMILES	PC-3	SN12C	UO-31	U251	TK-10	DU-145	SF-539	786-0	SF-295
CS(=O)(=O)Nc1cc(-c2ccc3ncnc(Nc4cccc5[nH]ncc45)c3c2)cnc1Cl	94	91	89	92	84	104	99	93	92
CCOC(=O)NN(C(=O)OCC)c1c(C)cccc1C	100	106	98	107	100	118	122	114	90
NC(=O)c1cc(Br)cc(Br)c1O	98	99	89	91	87	108	96	103	103
O=CN1N=C(c2ccc(Nc3ccnc4cc(Cl)ccc34)cc2)CC1c1ccc(Cl)cc1 (stereo not drawn)	32	36	21	28	.	10	-0.1*	28	-1.1*
CCCCNc1cccc2ccccc12	84	96	55	93	132	117	107	88	101
